From PubChem
STK33 inh – inhibitors of human STK33 kinase; Q9BYT3; purified STK33, MBP phosphorylation, ADP-Glo luminescence; inhibition, % at 10 µM; 0.073% of 320,000 active;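 active = inhibition at or above 25%, using the most active replicate where run in duplicate; inactive = inhibition below 25%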
Target sequence (Q9BYT3 whole entry, looked up): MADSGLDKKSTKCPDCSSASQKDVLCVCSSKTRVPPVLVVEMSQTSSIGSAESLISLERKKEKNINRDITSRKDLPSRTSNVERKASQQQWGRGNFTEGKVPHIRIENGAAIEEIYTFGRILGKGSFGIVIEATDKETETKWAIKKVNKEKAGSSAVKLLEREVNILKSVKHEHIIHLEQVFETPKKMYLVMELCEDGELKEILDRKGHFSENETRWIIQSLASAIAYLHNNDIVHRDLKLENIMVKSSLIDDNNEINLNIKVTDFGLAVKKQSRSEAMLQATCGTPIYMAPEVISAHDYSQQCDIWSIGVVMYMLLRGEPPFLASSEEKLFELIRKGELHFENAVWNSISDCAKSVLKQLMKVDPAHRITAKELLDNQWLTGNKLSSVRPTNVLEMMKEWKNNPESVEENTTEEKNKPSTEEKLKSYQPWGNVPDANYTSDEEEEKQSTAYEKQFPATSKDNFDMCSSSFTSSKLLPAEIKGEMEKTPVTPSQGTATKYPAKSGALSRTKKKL
OX1R antag-1 – blocks the human orexin 1 receptor. inhibition, % at 5 µM. CHO/OX1R cells, Fluo-8 calcium fluorescence, orexin A. AID 434989. 0.43% of 330,000 active;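 active = inhibition above its plate's threshold, mean inhibition of all tested compounds on the plate plus 3 SD, cut at about 37% in these data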;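 note: 0% = orexin A challenge wells and 100% = SB-334867-A antagonist wells; not every result past the cut was called active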
Target sequence (O43613 whole entry, looked up): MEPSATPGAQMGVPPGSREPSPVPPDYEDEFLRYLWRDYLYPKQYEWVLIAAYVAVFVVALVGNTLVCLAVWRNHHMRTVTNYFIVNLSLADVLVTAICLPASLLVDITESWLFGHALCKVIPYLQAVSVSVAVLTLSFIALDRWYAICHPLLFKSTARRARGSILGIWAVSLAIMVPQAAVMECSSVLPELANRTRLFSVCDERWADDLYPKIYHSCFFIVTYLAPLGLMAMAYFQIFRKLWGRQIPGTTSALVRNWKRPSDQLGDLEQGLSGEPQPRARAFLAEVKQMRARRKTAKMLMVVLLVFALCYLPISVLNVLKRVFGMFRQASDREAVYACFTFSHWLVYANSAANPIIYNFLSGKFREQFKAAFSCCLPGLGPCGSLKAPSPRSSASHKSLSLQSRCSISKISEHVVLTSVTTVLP
OX1R antag-2 – OX1R (human) antagonism; O43613; OX1R-expressing cells, FRET antagonist read-out; inhibition, % at 6.6 µM; 1.8% of 330,000 active; AID 485270; in the data active = inhibition mostly above about 38%, no sharp cut-off; inactive = mostly below about 40%;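 note: 0% = agonist challenge alone and 100% = reference antagonist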
The depositor's hits bear a star; nt = no result given. This is a random part of the collection, and some 2.2% of all compounds hit somewhere here.

STK33 inh	OX1R antag-1	OX1R antag-2	SMILES
1.2	12	43	COc1cc2c(cc1NC(=O)COC(=O)CNC(=O)c1ccccc1)oc1ccccc12
-0.3	-14	13	Cc1c(C(=O)NCc2ccc3c(c2)OCO3)oc2ccc(S(=O)(=O)N3CCCCCC3)cc12
-1.4	-8	5	Clc1ccc(CNCc2cccs2)c(Cl)c1
-1.6	-15	-1	COc1ccc(-c2cc(C(=O)N/N=C(\C)c3ccco3)c3ccccc3n2)c(OC)c1
-1.3	-29	10	COC(=O)c1ccc(N2CN=C(c3ccc(C)cc3)NC2=S)cc1
1.2	-4	25	Cc1cc(=O)oc2cc(OCC(=O)Nc3ccc4[nH]c(=O)[nH]c4c3)ccc12
-1.2	-20	23	CCC1(COC(NC(=O)c2cccnc2)(C(F)(F)F)C(F)(F)F)COC1
31*	9	18	Cc1nn(C)cc1/C=C/C(=O)c1ccc(O)cc1
-0.7	-16	9	Cc1ccc(CSc2nnc(CCCCCNC(=O)OC(C)(C)C)o2)cc1
-2.8	-9	-3	COCCNC(=O)CN1C(=O)NC2(CCCc3cc(OC)ccc32)C1=O (stereo not drawn)
-1.2	-17	14	CN(C(=O)COC(=O)c1n[nH]c2ccccc12)c1ccccc1
1.0	-12	12	CNC(=O)c1c(NC(=O)C(C)C)sc2c1CCC2
0.1	0	7	O=C(OCn1nnc2ccccc2c1=O)c1ccco1
-1.2	-17	63	CCC/C=C1/CCCOC(C(=O)NCc2ccc(S(C)(=O)=O)cc2)(C(F)(F)F)C1 (stereo not drawn)
-0.9	-6	16	S=C(NCc1ccc(Cl)cc1)Nc1ccccc1Cl
0.2	-2	8	CC(C)COc1ccccc1C(=O)NC(CO)C(=O)O (stereo not drawn)
0.3	-9	7	c1ccc(OCc2nn3c(-c4cccnc4)nnc3s2)cc1
-0.5	-7	1	Cc1cc(C(=O)NNC(=O)Nc2ccc(Cl)cc2)no1
-0.8	-8	12	COc1ccc(C(=O)CCC(=O)N2CCN(c3cccc(Cl)c3)CC2)cc1
-1.2	-15	25	CC1(C)Cc2c(cnn2-c2ccc(F)cc2)C(NC(=O)Cn2cncn2)C1 (stereo not drawn)
-0.8	-21	9	CCOC(=O)[C@H]1[C@H]2COc3ccc(OC)cc3[C@@H]2N2C(=O)c3ccc(F)cc3NC(=O)[C@@]12C
-2.0	2	13	O=C(Cn1nnc(-c2cccs2)n1)N1c2ccccc2Sc2ccc(C(F)(F)F)cc21
0.4	-3	21	CC(=O)Nc1ccc(Nc2ccc(S(=O)(=O)C(F)(F)F)cc2[N+](=O)[O-])cc1
-1.4	-4	42	Cc1ccc2c(c1)S/C(=C/c1ccc[n+](CCO)c1)N2C
-0.8	-13	20	COc1c(O)ccc(/C=N/NC(=O)c2ccc3c(c2)OCCO3)c1[N+](=O)[O-]
-1.0	3	23	C[C@H](NC(=O)c1nc[nH]c1C(=O)N[C@@H](Cc1ccccc1)C(=O)OCc1ccccc1)C(=O)OCc1ccccc1
-0.5	-4	14	Cc1cccc(NC(=O)CC2NC3CCCCC3NC2=O)c1 (stereo not drawn)
-0.7	-24	11	Cc1ccc(NC(=O)C(C)c2ccc(-c3ccccc3)c(F)c2)c(C)c1 (stereo not drawn)
1.0	-18	15	CCNC(=S)N/N=C/c1ccc(C#N)cc1
-0.6	-26	18	COc1cccc(C(=O)Nc2cccc(-c3ccc(N4CCOCC4)nn3)c2)c1OC

Brought forward from above: 3 compounds; new compounds follow.
STK33 inh	OX1R antag-1	OX1R antag-2	SMILES
-0.7	-24	11	Cc1ccc(NC(=O)C(C)c2ccc(-c3ccccc3)c(F)c2)c(C)c1 (stereo not drawn)
1.0	-18	15	CCNC(=S)N/N=C/c1ccc(C#N)cc1
-0.6	-26	18	COc1cccc(C(=O)Nc2cccc(-c3ccc(N4CCOCC4)nn3)c2)c1OC
-1.3	-19	18	Cc1ccc(C2(C)NC(=O)N(CC(=O)NC(=O)NC(C)C)C2=O)cc1 (stereo not drawn)
-0.9	-1	2	O=C(NCc1ccc2c(c1)OCO2)Oc1ccccc1
-1.1	-30	17	O=C(C1CCCN(S(=O)(=O)c2cccc3cccnc23)C1)N1CCN(c2ccccc2F)CC1 (stereo not drawn)
2.7	-15	12	CN1CCN(S(=O)(=O)c2ccc(NC(=O)c3ccc(Br)o3)cc2)CC1
-2.7	-9	7	COC(=O)c1ccc(Oc2nc(NC(C)C)nc(N(C)C)n2)cc1
-0.2	-1	5	COc1ccc(C(=O)N(CCN2CCOCC2)CC(=O)NC2CCCC2)cc1OC
-1.1	-12	17	CCc1ccc(OCC(=O)Nc2ccc3oc(=O)ccc3c2)cc1
-1.0	-9	2	O=C1Nc2ccccc2C1C(C[N+](=O)[O-])c1ccccc1 (stereo not drawn)
2.2	-34	20	CCc1ccc(C(CNc2nc(C(F)(F)F)nc3ccccc23)N(C)C)cc1 (stereo not drawn)
-1.0	2	14	Cc1cc(OC(=O)C2CC2)c([N+](=O)[O-])c(=O)[nH]1
-1.7	-14	6	CCC(C)n1cnc2c(c1=O)c1nc3ccccc3nc1n2-c1ccc2c(c1)OCCO2 (stereo not drawn)
-2.0	-20	0	CC(OC(=O)Cn1c(C(F)(F)F)nc2ccccc21)C(N)=O (stereo not drawn)
-2.0	-3	55	O=C(Nc1cccc2ccccc12)/C(Cl)=C/c1ccccc1
-4.2	-7	14	Cc1ccc(OCc2nnc(NC(=O)OCC(C)C)s2)c(C)c1
-1.0	-18	15	Cc1ccc(-c2nnc(SCC(=O)NC3CCCC3)n2C)cc1
-0.7	-17	4	CN(C)CCCn1cnc2c(c1=N)C(c1ccccc1)c1ccc3ccccc3c1O2 (stereo not drawn)
-1.5	-29	47	CCC(=O)Nc1nc2ccc(NC(=O)c3cc(OC)c(OC)c(OC)c3)cc2s1
-1.5	-15	7	Cc1cc(C)cc(NC(=O)Nc2cccc(S(N)(=O)=O)c2)c1
-0.1	6	10	Cc1ccc(S(=O)(=O)N2CCN(C(=O)N(C)C)CC2)cc1
0.5	-9	15	O=C(Nc1ccc2c(c1)OCO2)C1CCCN1C(=O)Nc1ccccc1F (stereo not drawn)
-1.7	-10	8	CCCCN1C(=O)C(=O)N(CC(=O)c2ccc3c(c2)OCO3)C1=O
-0.2	20	27	CCOC(=O)N1CCN(C(=O)c2ccc(S(=O)(=O)Nc3cccc(C(F)(F)F)c3)cc2)CC1
0.0	-20	9	CCCCN(C1CCS(=O)(=O)C1)S(=O)(=O)c1ccc(OC)cc1 (stereo not drawn)
-1.3	-17	7	NC(=S)Cc1nc2n(n1)Cc1ccccc1-2
-2.0	10	45	O=C(CSc1ccc(Cl)cc1)N1CCC(c2nc3ccccc3s2)CC1
-2.1	-35	7	Cc1cc(Cl)cc2sc(NC(=O)c3ccco3)nc12
0.0	-29	21	COc1ccccc1N1CCN(Cc2ccc(-c3ccccc3[N+](=O)[O-])o2)CC1
-0.1	9	4	CC(=O)NCCc1ccc(C(=O)COC(=O)c2ccco2)cc1
-2.8	-13	121*	COc1cc(N=c2oc3c(C)ncc(CO)c3cc2C(N)=O)cc(OC)c1OC
-4.1	-8	13	N#CC1(Nc2cccc(Br)c2)C(=O)Nc2ccccc21 (stereo not drawn)

An excerpt from above in order of their number in OX1R antag-1, smallest number first.
STK33 inh	OX1R antag-1	OX1R antag-2	SMILES
-1.2	-20	23	CCC1(COC(NC(=O)c2cccnc2)(C(F)(F)F)C(F)(F)F)COC1
-1.7	-14	6	CCC(C)n1cnc2c(c1=O)c1nc3ccccc3nc1n2-c1ccc2c(c1)OCCO2 (stereo not drawn)
-0.5	-4	14	Cc1cccc(NC(=O)CC2NC3CCCCC3NC2=O)c1 (stereo not drawn)

The main list resumes, starting 7 compounds before the break.
STK33 inh	OX1R antag-1	OX1R antag-2	SMILES
-1.3	-17	7	NC(=S)Cc1nc2n(n1)Cc1ccccc1-2
-2.0	10	45	O=C(CSc1ccc(Cl)cc1)N1CCC(c2nc3ccccc3s2)CC1
-2.1	-35	7	Cc1cc(Cl)cc2sc(NC(=O)c3ccco3)nc12
0.0	-29	21	COc1ccccc1N1CCN(Cc2ccc(-c3ccccc3[N+](=O)[O-])o2)CC1
-0.1	9	4	CC(=O)NCCc1ccc(C(=O)COC(=O)c2ccco2)cc1
-2.8	-13	121*	COc1cc(N=c2oc3c(C)ncc(CO)c3cc2C(N)=O)cc(OC)c1OC
-4.1	-8	13	N#CC1(Nc2cccc(Br)c2)C(=O)Nc2ccccc21 (stereo not drawn)
-0.1	-12	24	O=C(Nc1ccc(Br)cc1)c1ccc(CSC2=NCCS2)cc1
-0.8	-17	6	COc1ccc(OCCSc2nnc3c(Cl)cc(Cl)cn23)cc1
-1.5	-6	0	COC(=O)C1=C(C(=O)OC)[C@@H]2Nc3ccccc3[C@@]23C[C@@H](C(=O)OC)N(C(=O)c2ccco2)C3=N1
0.6	-13	7	O=C(COc1ccc(Cl)cc1)NCc1nnc(SCC(=O)c2ccccc2)o1
-0.5	-9	2	O=C(CN1CCN(C(=O)CNC(=O)c2ccc(N3CCCC3=O)cc2)CC1)Nc1ccccc1Cl
-0.8	-32	24	Cc1cc(C)nc(SCc2ccc(C(=O)N/N=C/c3ccncc3)cc2)n1
-1.3	-26	19	COc1ccccc1C(=O)NCC(c1cccs1)N1CCc2ccccc21 (stereo not drawn)
-0.7	-23	0	O=C(Nc1ccon1)c1ccc(S(=O)(=O)N2CCOCC2)cc1
0.2	-11	9	Cc1ccc(-n2c(SCC(=O)N3c4ccccc4Sc4ccccc43)nnc2-c2ccncc2)cc1
0.0	-4	22	CCOC(=O)c1cc2ccc(OC)c(OC)c2c(=O)s1
-0.8	-3	7	COCCN1CCn2c(nc3cc(NS(C)(=O)=O)ccc32)C1
nt	-33	23	CSc1ccc(C(=O)C2CCCN(S(=O)(=O)c3c(C)noc3C)C2)cc1 (stereo not drawn)
-1.4	-1	3	COc1ccc(S(=O)(=O)N(C)CC(=O)NC2CC2)cc1OC
-0.9	-16	21	O=C(CN1C(=O)NC2(CCCC2)C1=O)OCc1c(F)cccc1Cl
-0.5	-8	2	Cc1ccccc1-n1c(=O)c2ccccc2n(CC(=O)NCc2ccco2)c1=O
-0.3	-32	20	CCO[C@@H]1OC(C(=O)NC2CC2)=C[C@H](c2ccc(C(F)(F)F)cc2)[C@H]1CCCO
-0.6	-8	93*	C=CCNc1sc(C(=O)c2ccccc2)c(N)c1-c1nc2ccccc2s1
-2.0	-24	5	O=C(Nc1cc(Cl)ccc1N1CCOCC1)c1ccc(N2CCCCC2)c([N+](=O)[O-])c1
-0.1	-10	12	CCSc1cc(C)nc2c(-c3ccccc3)c(C)nn12
-0.1	-6	9	O=C(NCc1cccs1)Nc1ccc2c(c1)OCO2
-0.1	-12	13	CCOC(=O)CC(=O)CSc1nc2c(sc(=S)n2-c2ccccc2)c(=O)[nH]1
-1.6	-19	12	COc1cccc2cc(C(C)N(CCCN3CCOCC3)C(=S)Nc3c(C)cccc3C)oc12 (stereo not drawn)
-2.2	-20	3	CCOC(=O)C1=C(C)NC(=O)NC1c1ccc(N(CC)CC)cc1 (stereo not drawn)
1.9	-1	9	Cc1nc2nc3c(cn2n1)C(=O)CCC3
-1.7	10	6	Cc1ccc(C(=O)O)cc1NC(=O)C1CCN(S(=O)(=O)c2ccc3c(c2)OCCO3)CC1
-1.3	-31	17	O=C(NCCN1CCOCC1)C12CC3CC(C1)CC(c1ccccc1)(C3)C2
-2.7	1	1	COC(=O)COc1cccc(NS(=O)(=O)c2ccc(NC(C)=O)cc2)c1
1.2	-11	-1	CC1=C(C(=O)OCC2CCCCC2)C(c2ccc(O)cc2)NC(=O)N1 (stereo not drawn)
-1.3	-16	16	Cc1cc(C)n(CCC(=O)N2CCCC(Nc3ccc(F)cc3)C2)n1 (stereo not drawn)
-1.4	-19	39	CCn1c(=O)cc(OCC(=O)NC(C)c2ccc3c(c2)OCCO3)c2ccccc21 (stereo not drawn)
-0.9	11	23	COCCNCC(=O)Nc1ccc(OC(F)(F)F)cc1
-0.4	-22	18	O=C(N/N=C/c1cccc([N+](=O)[O-])c1)C1CC(=O)N(c2ccc(Cl)cc2)C1 (stereo not drawn)
-1.1	-16	12	CCCN(CC1CC1)C(=O)Nc1ccccc1C
0.3	-8	16	Cc1nn(C(C)C(=O)Nc2ccc3c(c2)OCO3)c(C)c1[N+](=O)[O-] (stereo not drawn)
-0.2	-35	-2	CCCOC(=O)/C(C(N)=NCc1ccccc1)=C(\O)OCCC
-0.6	-13	6	Cc1ccc(S(=O)(=O)NCC(=O)NCC(=O)N2CCC(C)CC2)cc1
-1.0	-17	0	CN1CCN(C(=O)c2ccc3c(Cl)c4c(nc3c2)CCCC4)CC1
0.0	-20	26	COc1ccc(NC(=O)Nc2ccccc2F)cc1Cl
0.6	23	26	O=C(CCc1ccccc1)NC(NC(=S)Nc1ccc(Br)cc1)C(Cl)(Cl)Cl (stereo not drawn)
-3.3	-1	41	O=C(O)CCCNS(=O)(=O)c1cccc2nsnc12
